Compound activity deposited in PubChem by Broad Institute.
IDH1 mut inh: inhibitors of IDH1 R132H reductase, primary screen, biochemical, plate reader, single point | Isocitrate dehydrogenase [NADP] cytoplasmic (Homo sapiens), O75874 | diaphorase/resazurin fluorescence, 60 min | inhibition, % at 10 µM | 70,000 compounds, 0.18% hits; in the data active = inhibition above about 34%;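 also: 0% = DMSO and 100% = no enzyme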
Target sequence (O75874 whole entry R132H): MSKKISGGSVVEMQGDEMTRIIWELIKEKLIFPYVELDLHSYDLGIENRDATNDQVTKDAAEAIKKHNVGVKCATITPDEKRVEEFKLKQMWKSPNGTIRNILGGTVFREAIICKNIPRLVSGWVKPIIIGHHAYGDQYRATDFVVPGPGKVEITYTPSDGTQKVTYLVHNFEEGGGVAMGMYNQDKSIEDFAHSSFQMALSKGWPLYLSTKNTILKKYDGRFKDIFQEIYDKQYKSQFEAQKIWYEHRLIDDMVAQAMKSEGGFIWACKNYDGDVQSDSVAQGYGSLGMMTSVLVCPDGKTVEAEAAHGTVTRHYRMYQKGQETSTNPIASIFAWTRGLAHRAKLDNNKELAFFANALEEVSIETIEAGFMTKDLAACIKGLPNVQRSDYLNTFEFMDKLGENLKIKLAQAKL
PRC2 inh: EZH2/PRC2 methyltransferase inhibitors, primary screen, biochemical, DELFIA time-resolved fluorescence, single point; PRC2 H3K27 methylation, DELFIA TRF, 1 h; Histone-lysine N-methyltransferase EZH2 (Homo sapiens), Q15910; inhibition, % at 12.5 µM; 57,000 compounds, 0.35% hits;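 active = mean inhibition of replicates at least 50% and every single replicate also reaching 50%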;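 also: dimethyl H3K27 on biotinylated H3 21-44 peptide detected by antibody; plate controls were median neutral control wells for no effect and median positive control wells for full effect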
Starred values were filed as active, the others as inactive; / = not tested or not shown. An excerpt; the hit share may differ from the screen's.

#	SMILES	PRC2 inh	IDH1 mut inh
1	COc1ccc(NC(=O)N(C)C[C@@H]2Oc3ccc(NS(C)(=O)=O)cc3CC(=O)N([C@H](C)CO)C[C@H]2C)cc1	/	-0.4
2	C[C@H](CO)N1C[C@H](C)[C@H](CN(C)Cc2ccncc2)Oc2ccc(NC(=O)Nc3ccccc3)cc2C1=O	0.3	1.9
3	CC(C)NC(=O)Nc1cccc2c1O[C@H](CN(C)C(=O)NC1CCCCC1)[C@H](C)CN([C@@H](C)CO)C2=O	6.9	14.5
4	O=C(C[C@H]1C[C@H]2c3cc(NS(=O)(=O)c4ccccc4)ccc3O[C@H]2[C@@H](CO)O1)N1CCOCC1	2.4	-0.2
5	O=C(O)C1C2C=CC(C2)C1C(=O)Nc1cccc([N+](=O)[O-])c1 (stereo not given)	-0.9	0.5
6	O=C(NCC[C@H]1CC[C@@H](NC(=O)c2cnccn2)[C@@H](CO)O1)Nc1ccc(Cl)cc1	1.6	-0.2
7	CCC(=O)N(C)C[C@@H]1Oc2ncc(-c3ccccc3C)cc2C(=O)N([C@@H](C)CO)C[C@@H]1C	/	0.6
8	Cc1ccc(S(=O)(=O)N(C)C[C@H]2Oc3c(NC(=O)C4CCOCC4)cccc3C(=O)N([C@@H](C)CO)C[C@H]2C)cc1	1.4	1.2
9	CS(=O)(=O)Nc1ccc2c(c1)[C@H]1C[C@@H](CC(=O)NCC(F)(F)F)O[C@@H](CO)[C@H]1O2	-5.7	-0.3
10	O=C(NCc1cccnc1)C1CC(=O)N(c2ccc(Cl)cc2)C1 (stereo not given)	-11.3	0.0
11	Cc1ccc(CN(C)C[C@H]2OCc3cn(nn3)CCCC(=O)N([C@@H](C)CO)C[C@@H]2C)cc1	0.9	-0.2
12	COc1ccc(CN(C)C[C@@H]2Oc3ccc(NS(=O)(=O)c4ccc(OC)cc4)cc3CC(=O)N([C@@H](C)CO)C[C@H]2C)cc1	/	0.2
13	C[C@@H]1CN([C@H](C)CO)C(=O)Cc2cc(NS(=O)(=O)c3cccs3)ccc2O[C@H]1CN(C)C(=O)Nc1cccc2ccccc12	/	-0.3
14	C[C@@H](NC(=O)C[C@H]1C=C[C@H](NC(=O)C2CCC2)[C@@H](CO)O1)c1ccccc1	12.7	0.0
15	CC(C)CC#Cc1cnc2c(c1)C(=O)N([C@@H](C)CO)C[C@@H](C)[C@@H](CN(C)C(=O)c1ccc(F)cc1)O2	/	0.4
16	Cc1noc(C)c1NC(=O)N[C@H]1CC[C@H](CC(=O)NCc2ccc(Cl)c(Cl)c2)O[C@H]1CO	9.6	0.2
17	O=C(NCC[C@H]1CC[C@@H](NC(=O)C2CCC2)[C@@H](CO)O1)c1ccc(F)cc1	-8.7	-0.8
18	CC(C)NC(=O)N(C)C[C@@H]1OCCCC[C@H](C)Oc2ccc(NC(=O)Nc3ccc(C(F)(F)F)cc3)cc2C(=O)N([C@H](C)CO)C[C@@H]1C	/	1.2
19	COCC(=O)Nc1ccc2c(c1)C(=O)N(C)C[C@@H](OC)[C@H](C)CN(C(=O)Cc1cccnc1)[C@H](C)CO2	4.5	0.2
20	CCC(=O)N(C)C[C@H]1Oc2ncc(C#Cc3ccncc3)cc2C(=O)N([C@@H](C)CO)C[C@H]1C	/	25.2
21	C[C@@H]1CN([C@H](C)CO)C(=O)c2cc(-c3cccc(F)c3)cnc2O[C@@H]1CN(C)Cc1cccc(F)c1	-5.2	-0.2
22	C[C@H](CO)N1C[C@H](C)[C@H](CN(C)S(=O)(=O)c2ccccc2)Oc2ncc(-c3cccc(C(=O)N(C)C)c3)cc2C1=O	4.4	2.9
23	COc1ccc(CN(C)C[C@H]2OCCCC[C@H](C)Oc3ccc(N(C)C)cc3C(=O)N([C@@H](C)CO)C[C@@H]2C)cc1	1.7	-1.4
24	COc1ccc(NC(=O)Nc2ccc3c(c2)C(=O)N([C@H](C)CO)C[C@H](C)[C@H](CN(C)S(=O)(=O)c2cn(C)cn2)OCCCC[C@@H](C)O3)cc1	/	5.4
25	C[C@@H]1CCCCO[C@@H](CN(C)C(=O)c2ccncc2)[C@H](C)CN([C@H](C)CO)C(=O)c2cc(N(C)C)ccc2O1	11.3	2.7

Brought forward from above: two compounds; new compounds follow.
#	SMILES	PRC2 inh	IDH1 mut inh
24	COc1ccc(NC(=O)Nc2ccc3c(c2)C(=O)N([C@H](C)CO)C[C@H](C)[C@H](CN(C)S(=O)(=O)c2cn(C)cn2)OCCCC[C@@H](C)O3)cc1	/	5.4
25	C[C@@H]1CCCCO[C@@H](CN(C)C(=O)c2ccncc2)[C@H](C)CN([C@H](C)CO)C(=O)c2cc(N(C)C)ccc2O1	11.3	2.7
26	CNC[C@@H]1OCCCC[C@@H](C)Oc2ccc(NC(=O)C3CCCCC3)cc2C(=O)N([C@@H](C)CO)C[C@H]1C	-0.4	4.5
27	COc1ccc(CN(C)C[C@@H]2Oc3ccc(NC(=O)Nc4cccc5ccccc45)cc3C(=O)N([C@H](C)CO)C[C@H]2C)cc1	-10.4	/
28	COc1ccc(NC(=O)Nc2ccc3c(c2)C(=O)N([C@@H](C)CO)C[C@@H](C)[C@@H](CN(C)CC2CCCCC2)OCCCC[C@H](C)O3)cc1	/	-0.7
29	Cc1ccc(S(=O)(=O)N[C@H]2CC[C@H](CCNC(=O)CN3CCOCC3)O[C@H]2CO)cc1	8.2	0.3
30	COc1ccc(S(=O)(=O)Nc2cccc3c2O[C@@H](CN(C)Cc2ccccc2)[C@H](C)CN([C@@H](C)CO)C3=O)cc1	0.7	-1.9
31	Cc1c(N(C)CS(=O)(=O)O)c(=O)n(-c2ccccc2)n1C	-7.8	0.1
32	CCc1cc(C(=O)OC)c(NC(=O)CC2Nc3cccc4cccc(c34)NC2=O)s1 (stereo not given)	-9.4	-0.3
33	Cc1ccc(N(C(C)C(N)=O)S(C)(=O)=O)cc1C (stereo not given)	0.8	0.9
34	CO[C@H]1CN(C)C(=O)c2cc(NC(=O)Nc3cc(F)ccc3F)ccc2OC[C@H](C)N(C(=O)c2ccccn2)C[C@H]1C	-4.1	0.2
35	Cc1ccc(S(=O)(=O)NCC[C@H]2CC[C@H](NC(=O)C3CCOCC3)[C@@H](CO)O2)cc1	8.8	-0.3
36	CO[C@H]1CN(C)C(=O)c2ccc(NC(=O)C3CCCCC3)cc2OC[C@H](C)N(C)C[C@H]1C	-4.8	0.4
37	COCC(=O)Nc1ccc2c(c1)OC[C@H](C)N(C(=O)c1ccccn1)C[C@H](C)[C@H](OC)CN(C)C2=O	-6.3	/
38	COc1ccccc1C#Cc1cnc2c(c1)C(=O)N([C@@H](C)CO)C[C@H](C)[C@H](CN(C)C)O2	-6.8	-1.2
39	Cc1noc(C)c1NC(=O)N(C)C[C@H]1OCCCC[C@@H](C)Oc2ccc(N(C)C)cc2C(=O)N([C@H](C)CO)C[C@@H]1C	-2.3	/
40	C[C@H]1CN([C@@H](C)CO)S(=O)(=O)c2ccc(C#CC3CC3)cc2O[C@H]1CN(C)C(=O)Cc1ccncc1	-12.8	14.8
41	CCOC(=O)NCC(Cc1ccc(OCCc2nc(-c3ccccc3)oc2C)cc1)N/C(C)=C/C(=O)c1ccc(C(F)(F)F)cc1 (stereo not given)	/	-1.0
42	O=C(Cc1cccnc1)N[C@@H]1CC[C@H](CCNS(=O)(=O)c2ccccc2Cl)O[C@H]1CO	-10.4	0.0
43	C[C@@H]1CN([C@@H](C)CO)C(=O)c2cc(N(C)C)ccc2O[C@@H](C)CCCCO[C@@H]1CN(C)C(=O)CCCN(C)C	-4.1	-3.2
44	CN1CCN(CCc2ccc(Cl)c(Cl)c2)CC1	-2.5	0.5
45	C[C@@H]1CN([C@@H](C)CO)C(=O)c2cc(-c3ccc(C#N)cc3)cnc2O[C@H]1CN(C)C(=O)c1cccnc1	0.8	-1.4
46	Cc1ccc(S(=O)(=O)N2CCCC2C(=O)NCc2ccco2)cc1 (stereo not given)	7.5	0.1
47	COC(=O)CSc1nnc(-c2cc(OC)c(OC)c(OC)c2)n1C	0.0	-0.2
48	Cc1ccc(S(=O)(=O)Nc2ccc3c(c2)C(=O)N([C@H](C)CO)C[C@@H](C)[C@H](CN(C)Cc2ccc(-c4ccccc4)cc2)O3)cc1	/	-1.3
49	COc1ccc(NC(=O)N(C)C[C@@H]2Oc3ccc(NC(=O)C4CC4)cc3CC(=O)N([C@H](C)CO)C[C@@H]2C)cc1	-0.7	-19.7
50	Cc1sc2ncn(CC(=O)Nc3ccc(F)cc3)c(=O)c2c1C	0.6	-0.3

Ordered by molar mass (high to low): part of the list above
#	SMILES	PRC2 inh	IDH1 mut inh
36	CO[C@H]1CN(C)C(=O)c2ccc(NC(=O)C3CCCCC3)cc2OC[C@H](C)N(C)C[C@H]1C	-4.8	0.4
35	Cc1ccc(S(=O)(=O)NCC[C@H]2CC[C@H](NC(=O)C3CCOCC3)[C@@H](CO)O2)cc1	8.8	-0.3
44	CN1CCN(CCc2ccc(Cl)c(Cl)c2)CC1	-2.5	0.5

Carrying on.
#	SMILES	PRC2 inh	IDH1 mut inh
51	C[C@@H]1CN([C@H](C)CO)S(=O)(=O)c2ccc(C3=CCCCC3)cc2O[C@@H]1CN(C)C(=O)Cc1ccccc1	/	0.0
52	COc1ccc(C(Nc2ccccn2)c2cc(Cl)c3cccnc3c2O)cc1[N+](=O)[O-] (stereo not given)	-22.3	-0.1
53	C[C@@H]1CN([C@H](C)CO)C(=O)Cc2cc(NC(=O)CCN3CCOCC3)ccc2O[C@@H]1CN(C)C(=O)NC1CCCCC1	6.9	3.0
54	O=C(C[C@@H]1C[C@@H]2c3cc(NS(=O)(=O)c4ccc(F)cc4)ccc3O[C@@H]2[C@H](CO)O1)NCc1cccnc1	0.7	0.1
55	C[C@H](CO)N1C[C@H](C)[C@H](CN(C)C(=O)Nc2cccc3ccccc23)Oc2c(NC(=O)Nc3cccc4ccccc34)cccc2C1=O	/	0.6
56	O=C(C[C@@H]1C[C@@H]2c3cc(NC(=O)NC4CCCC4)ccc3O[C@@H]2[C@H](CO)O1)NCc1ccc(-c2ccccc2)cc1	-1.9	-0.1
57	C[C@@H]1CCCCO[C@@H](CN(C)Cc2ccc(Cl)c(Cl)c2)[C@H](C)CN([C@H](C)CO)C(=O)c2cc(NC(=O)Cc3ccccc3)ccc2O1	/	3.8
58	O=C(C[C@@H]1CC[C@H](NC(=O)CN2CCOCC2)[C@@H](CO)O1)NC1CCCCC1	-6.8	-0.1
59	C[C@@H]1CCCCO[C@H](CN(C)C(=O)NC2CCCCC2)[C@@H](C)CN([C@H](C)CO)C(=O)c2cc(NS(=O)(=O)c3ccc(F)cc3)ccc2O1	/	-3.7
60	COc1ccc(CN(C)C[C@@H]2Oc3c(NC(=O)c4ccncc4)cccc3C(=O)N([C@H](C)CO)C[C@H]2C)cc1	/	1.7
61	C[C@@H]1CN([C@H](C)CO)C(=O)c2cc(NS(=O)(=O)c3ccc(F)cc3)ccc2O[C@@H](C)CCCCO[C@H]1CN(C)C(=O)Nc1ccccc1	/	0.5
62	CC(C)(C)[S@@](=O)N1Cc2cc(C(=O)N3CCOCC3)nc(-c3cccc(-c4ccc(C#N)cc4)c3)c2[C@H]1CCO	29.0	0.5
63	COC(=O)c1ccccc1NC(=O)c1nc2nc(C)cc(C(F)F)n2n1	-12.8	0.0
64	C[C@@H]1CCCCO[C@@H](CN(C)C(=O)CCC(F)(F)F)[C@H](C)CN([C@@H](C)CO)C(=O)c2cc(NS(=O)(=O)c3cccs3)ccc2O1	/	-0.8
65	CO[C@H]1CN(C)C(=O)c2ccc(NS(=O)(=O)c3c(C)noc3C)cc2OC[C@H](C)NC[C@H]1C	-5.8	0.6
66	C[C@@H]1CN([C@H](C)CO)C(=O)c2cc(C#Cc3ccccc3)cnc2O[C@@H]1CN(C)C(=O)c1ccccn1	/	0.5
67	C[C@@H]1CN([C@H](C)CO)C(=O)c2cc(C#Cc3ccccn3)cnc2O[C@@H]1CN(C)CC1CCOCC1	/	-0.5
68	CN1CCN(C(=O)C[C@H]2C[C@H]3c4cc(NC(=O)C5CCOCC5)ccc4O[C@H]3[C@H](CO)O2)CC1	2.8	0.0
69	CC(=O)N[C@H]1CC[C@@H](CCNC(=O)C2CC2)O[C@H]1CO	5.2	0.4
70	Cc1ccc(S(=O)(=O)N(C)C[C@@H]2Oc3ccc(NS(=O)(=O)c4ccc(Cl)cc4)cc3CC(=O)N([C@H](C)CO)C[C@@H]2C)cc1	/	-4.5
71	CN1CCN(C(=O)CN(c2cccc(Cl)c2)S(=O)(=O)c2ccc(Cl)cc2)CC1	-5.3	0.0
72	C[C@@H]1CN([C@@H](C)CO)C(=O)c2cc(C#Cc3ccc(F)cc3)cnc2O[C@H]1CN(C)CC1CCOCC1	-28.2	-1.5
73	COc1ccc(S(=O)(=O)Nc2ccc3c(c2)C(=O)N([C@H](C)CO)C[C@H](C)[C@@H](CN(C)S(=O)(=O)c2cccs2)O3)cc1	/	-0.6
74	CO[C@@H]1CN(C)C(=O)c2ccc(NC(=O)C3CC3)cc2OC[C@H](C)N(Cc2ccc(F)cc2)C[C@H]1C	-12.8	0.1
75	C[C@@H]1CN([C@@H](C)CO)C(=O)c2cc(NC(=O)Cn3cnnn3)ccc2O[C@H]1CN(C)S(C)(=O)=O	/	1.1
76	C[C@@H]1CN([C@H](C)CO)C(=O)c2cc(C3=CCCC3)cnc2O[C@@H]1CN(C)C(=O)Nc1ccc(F)cc1	-1.8	-6.3
77	C[C@@H]1CN([C@@H](C)CO)S(=O)(=O)c2ccc(C#CCN(C)C)cc2O[C@H]1CN(C)S(C)(=O)=O	-12.4	1.0
78	O=C(Nc1ccccc1F)N[C@@H]1CC[C@@H](CCNS(=O)(=O)c2ccccc2)O[C@@H]1CO	7.7	0.2
79	COc1ccc(S(=O)(=O)N(C)CC(=O)NC2CCCCC2)cc1C	-4.9	-0.2
